# Myeloid diff 2 – compounds promoting myeloid differentiation. ER-HoxA9 myeloid progenitors, lysozyme-GFP differentiation, flow cytometry. calls only at 10 µM. 1% of 360,000 active;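 active means normalized GFP-positive differentiation at or above the plate's own cutoff, the solvent-only control mean plus 3 SD; inconclusive means no clear call, values can overlap the other calls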;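 further: cells exposed to compound for four days before flow analysis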
# bCat nuc transl – modulators of beta-catenin nuclear translocation; HeLa beta-catenin nuclear translocation, immunofluorescence imaging; nuclear translocation activity, % at 5 µM; 0.3% of 190,000 active; AID 1665;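 active means nuclear translocation activity above 50% at 5 µM, with a well cell count of 50 or more; inconclusive means wells under 50 cells across six images, flagged as toxic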;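 further: per-cell ratio of nuclear to cytoplasmic median beta-catenin stain intensity; plate controls were DMSO negative control for no effect and GSK-3 inhibitor IX positive control for full effect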
#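 Test system: HeLa cells, endogenous beta-catenin; Compound: single 5 µM dose plus 0.02–20 µM confirmation series; Times: compound exposure 24 h at 37°C; Signal: fluorescence imaging of beta-catenin antibody stain plus DAPI; Read-out: % activation, nuclear-to-cytoplasmic median beta-catenin signal ratio per cell.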
# SV40 large T antigen – TAg ATPase/helicase activity blockers – biochemical (AID 1903); inhibition, % at 20 µM; hits with a dose series show IC50 in µM; 0.39% of 310,000 active; SV40 large T antigen ATPase/helicase inhibition assay; higher % means a stronger effect; in the data active means a potency from the dose series; inconclusive means inhibition mostly from about 32% at the one dose, without a potency; inactive means the rest, 99 in 100 with inhibition below about 32%; further: strong numbers were not always called active
# Salmonella PhoP GFP – PhoP-dependent GFP reporter repression – Salmonella Typhimurium, primary screen (AID 1863); S. Typhimurium PhoP-regulated promoter GFP reporter, 4 h; higher % means a stronger effect; inhibition, % at 50 µM, or IC50 in µM where a hit was titrated; 0.16% of 300,000 active;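 active means inhibition over 29.93%, a cutoff 3 SD above the screen mean, later confirmed by dose response; inconclusive means inhibition over 29.93% but no dose response follow-up; inactive means inhibition at most 29.93% or unconfirmed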;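 further: 0% = low Mg2+ inducing control and 100% = high Mg2+ repressing control; strong numbers were not always called active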
# WT yeast gro inh – growth inhibition of WT yeast, mitochondrial fusion screen; AID 1362; inhibition, % at 10 µM; 2.1% of 190,000 active; mitochondrial fusion phenotypic screen, WT strain; in the data active means inhibition above about 58%; tested in S. cerevisiae
# West Nile antiviral – inhibition of WNV-induced cytopathic effect – cell-based, CPE readout (AID 1621); West Nile virus-infected cells, CPE inhibition; higher % means a stronger effect; CPE inhibition, % at 10 µM, or IC50 in µM where a hit was titrated; 0.02% of 290,000 active; in the data active means a potency from the dose series; inconclusive means CPE inhibition mostly from about 3.7% at the one dose, without a potency; inactive means the rest, 99 in 100 with CPE inhibition below about 2.2%; further: strong numbers were not always called active
# T cell modulator – T cell immune modulators affecting CD8 T cell-vesicle binding; 2C CD8+ T cell-vesicle binding, flow cytometry; stronger effect = lower value; calls only at 7 µM; 0.068% of 330,000 active; AID 2052;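 active means response, share of CD8 T cells binding vesicles, and their 90th percentile fluorescence all below set limits, cut at about 80% in these data, passing the limit was not always enough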
#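 Test system: purified 2C TCR transgenic mouse naive CD8+ T cells. Probe or stimulus: QL9-peptide-loaded Drosophila micro-vesicles bearing Ld, ICAM-1 and B7-1. Incubation: binding step 1.5 h, 37 °C, antibody labelling 20 min, ice. Measured by: flow cytometry of vesicle-bound cells.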
# RSV CPE inhibition – RSV antiviral activity via CPE protection, HEp-2 cells, primary 10 µM value included (AID 2391) | HEp-2 cells, RSV-induced CPE inhibition; higher % means a stronger effect | CPE inhibition, % at 10 µM, or IC50 in µM where a hit was titrated | 0.13% of 310,000 active; in the data active means a potency from the dose series; inconclusive means CPE inhibition mostly from about 23% at the one dose, without a potency; inactive means the rest, 99 in 100 with CPE inhibition below about 21%; further: strong numbers were not always called active
# MgcRacGAP inhibition – MgcRacGAP GTPase-activating activity inhibitors, confirmation, biochemical, ADP Hunter fluorescence; MgcRacGAP-stimulated Rac1 GTP hydrolysis, ADP Hunter fluorescence; higher % means a stronger effect; GST-tagged Rac1 F28L mutant substrate; 0.6% of 340,000 active; inhibition, % at 30 µM; hits with a dose series show IC50 in µM;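 active means first-screen hits whose inhibition reached a set limit at any dose in the follow-up dose series; inconclusive means inhibition above the set first-screen limit but never retested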;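 further: fluorescence reports GDP produced by GAP-driven GTP hydrolysis; strong numbers were not always called active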
# WT yeast gro inh mutant strain – also measured in WT yeast gro inh; calls as there; inhibition, %; mitochondrial fusion phenotypic screen, mutant strain inhibition
# bCat nuc transl cell count 5 µM – recorded beside bCat nuc transl, whose call it bears; cell count; measured here: cell count, cytotoxicity flag
# T cell modulator vesicle-bound % – recorded beside T cell modulator, whose call it bears; double positive events, %; measured here: CD8+ vesicle-bound cell fraction;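 binding gate set so that unloaded-vesicle control wells show 10% double positive cells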
# Myeloid diff 2 GFP+ MAC1+ % – recorded beside Myeloid diff 2, whose call it bears; GFP+ MAC1+ double positive, %; measured here: differentiation confirmed by MAC1 staining
# An asterisk follows results filed as active; i = inactive; ? = inconclusive; / = no result given; + = active, no number.
SMILES,Myeloid diff 2,Myeloid diff 2 GFP+ MAC1+ %,bCat nuc transl,bCat nuc transl cell count 5 µM,SV40 large T antigen,Salmonella PhoP GFP,WT yeast gro inh,WT yeast gro inh mutant strain,West Nile antiviral,T cell modulator,T cell modulator vesicle-bound %,RSV CPE inhibition,MgcRacGAP inhibition
CCOC(=O)c1c(-c2ccc(F)cc2)csc1NC(=O)CCN1C(=O)c2ccccc2C1=O,i,0.3,-0.6,1108,6%,-9%,-14,-5,-0.8%,i,25,1.9%,7%
CCOc1ccc(C2CC(=O)NC3=C2C(=O)CCC3)cc1Cl (centres undefined),i,0.8,-2.2,1063,0%,-1%,-7,-9,-0.1%,i,34,3.4%,16%
Cc1ccc(S(=O)(=O)N2CCN(C(=O)C3COc4ccccc4O3)CC2)cc1C (centres undefined),i,0.7,-0.4,1302,8%,4%,-2,-6,-0.1%,i,3,2.8%,1%
Cc1ccc(NS(=O)(=O)c2c(C)[nH]c(C)c2C(=O)N2CCCC2)cc1,?,/,/,/,10%,-4%,/,/,0.2%,i,39,1.5%,0%
CC(Oc1ccccc1)c1ccnc2nc(N3CCOCC3)nn12 (centres undefined),i,0.6,-4.8,1106,-3%,0%,5,10,-1.2%,i,38,1.9%,6%
CCOC(=O)N1CCC(NC(=O)CCc2c(C)nc3nc(C)nn3c2C)CC1,i,0.7,-1.7,1088,29%,-6%,4,16,/,i,30,0.8%,3%
CCCC(C)NC(=O)c1ccc(C2SCC(=O)N2Cc2ccco2)cc1 (centres undefined),/,/,-2.5,1186,12%,-7%,28,5,-0.1%,i,21,-0.5%,3%
CCC(=O)c1ccc(N2CCN(C(=O)c3cc([N+](=O)[O-])ccc3F)CC2)c(F)c1,i,0.4,0.7,1515,10%,-4%,10,5,-1.0%,i,22,1.2%,4%
O=C1NC2(CCCCCC2)C(=O)N1Cc1c(F)cccc1Cl,i,0.2,/,/,9%,0%,/,/,-0.6%,i,55,2.1%,-6%
CCCCCCCN1C(Nc2ccccc2)=NC[C@@H]1CC(C)C,+,11*,/,/,4%,4%,/,/,1.0%,i,23,-2.5%,5%
Nc1nc(C2CC(=O)OC23CCCCC3)cs1 (centres undefined),i,0.9,-1.7,1279,3%,0%,-15,8,-0.3%,i,27,0.5%,5%
N#Cc1c2n(c3c(-c4ccccc4)ncnc13)CCC2,i,0.5,-7.6,917,3%,2%,10,-1,-0.2%,i,41,1.8%,7%
CCOC(=O)CC1COCCN1Cc1cn[nH]c1-c1ccc2c(c1)OCO2 (centres undefined),i,0.1,-1.3,1016,12%,4%,4,10,-0.9%,i,28,-0.3%,0%
COc1ccc(Nc2nc(-c3cccc([N+](=O)[O-])c3)nc3ccccc23)cc1,i,0.4,-1.4,519,8%,36%,-6,-11,-1.1%,i,32,?,4%
O=C(c1ccncc1)c1ccc(Br)cc1,i,11,/,/,7%,-1%,0,11,0.0%,i,22,0.4%,-2%
O=C(O)CN=C1NC2(CCCCC2)Cc2ccccc21,i,0.3,-1.9,1199,3%,2%,-4,1,0.4%,i,22,1.3%,3%
CSc1nc2c(c(=O)[nH]1)C(c1ccccc1)C1=C(CC(C)(C)CC1=O)N2 (centres undefined),i,0.1,-1.5,1130,7%,8%,-9,-1,0.5%,i,49,-2.1%,/
O=C(CS(=O)(=O)Cc1ccccc1)Nc1ccc(Br)cc1F,i,1.0,/,/,10%,-4%,/,/,-0.1%,i,23,1.4%,4%
Cc1ccc(NC(=S)Nc2ccc3[nH]c(=O)[nH]c3c2)cc1,i,0.2,1.0,1298,28%,-14%,/,/,0.2%,i,54,-0.4%,14%
CCN(CC(=O)Nc1ccc(S(N)(=O)=O)cc1)S(=O)(=O)c1cc(C)ccc1OC,i,1.6,-2.0,1108,11%,-10%,8,5,0.6%,i,60,0.4%,7%
COc1ccc(N2CC(NC(=O)NCC(C)C)CC2=O)cc1 (centres undefined),i,0.3,-0.1,955,4%,8%,3,-22,0.6%,i,45,0.6%,0%
C=CCSc1nc2ccsc2c(=O)n1-c1cccnc1,i,0.5,-0.8,1081,-15%,0%,-8,5,-0.8%,i,50,-0.5%,/
O=C(COc1ncnc2ccc(Br)cc12)NCc1ccco1,i,0.7,-0.5,1319,25%,-3%,/,/,0.1%,i,58,-0.5%,10%
CC(c1ccon1)N(C)C(=O)CCc1nnc(CCCCc2ccccc2)o1 (centres undefined),i,1.0,-1.7,1041,-1%,-8%,9,8,-0.9%,i,26,0.2%,8%
O=C(OCC(=O)N1CCN(S(=O)(=O)c2ccc(Cl)cc2)CC1)C1CC1,i,0.7,/,/,/,/,/,/,/,i,38,0.7%,8%
COc1ccc(F)cc1S(=O)(=O)Nc1ccc(C)cc1,i,1.9,/,/,13%,14%,4,0,0.7%,i,23,3.6%,1%
COC(=O)c1csc(S(=O)(=O)N2CCCCC2)c1OC,i,1.1,-1.2,1323,11%,-3%,/,/,-0.1%,i,21,/,-11%
O=C(COC(=O)c1ccccc1[N+](=O)[O-])c1ccc2c(c1)OCO2,i,0.2,/,/,11%,3%,/,/,/,i,54,1.3%,2%
COc1ccccc1OCC(=O)NCC1CCCN(C(=O)c2ccccc2SC)C1 (centres undefined),i,0.4,/,/,10%,-5%,/,/,-0.3%,i,17,3.0%,8%
Cc1ccccc1-c1ocnc1C(=O)Nc1ccccc1NC(=O)c1ccccn1,i,1.5,/,/,-4%,5%,/,/,0.0%,i,50,3.0%,1%
Fc1ccc(-c2ccc(/C=N\n3cnnc3)o2)cc1Cl,i,0.9,-1.0,404,14%,-21%,11,10,-0.8%,i,0,?,-3%
CC(=O)Nc1ccc(S(=O)(=O)N(C)c2ccc(OCC(=O)OCC(=O)Nc3ccc(OC(F)F)cc3)cc2)cc1,i,0.4,-1.5,1405,17%,/,/,/,0.1%,i,52,2.0%,8%
Cc1nc(CC(=O)Nc2nccs2)cs1,i,0.6,/,/,2%,4%,/,/,-0.3%,i,59,0.4%,12%
Cc1cc2c(cc(C(=O)N3CCC(C(=O)NC4CCCC4)CC3)n2Cc2c(F)cccc2Cl)o1,i,0.9,-0.8,1210,11%,-4%,-3,5,0.1%,i,26,3.3%,14%
O=C(Nc1ccc(Cl)cc1)NC1(C(=O)NCCCN2CCOCC2)CCCCC1,i,0.6,0.2,1113,3%,10%,-7,-23,-0.3%,i,38,0.3%,5%
FC(F)(F)c1ccc(-n2ccnc2)nc1,+,3.2*,1.7,682,5%,26%,-5,-2,0.6%,i,23,1.5%,5%
COc1ccc(-c2nnc(SC)nc2-c2ccc(OC)c([N+](=O)[O-])c2)cc1[N+](=O)[O-],i,0.8,/,/,18%,/,/,/,/,i,42,?,-2%
O=C(c1cccc(F)c1)N1CCN=C1SCc1cccnc1,i,1.1,/,/,5%,4%,-1,-4,-0.1%,i,33,-0.1%,7%
COCCCNC(=O)Cc1ccc(S(=O)(=O)N2CCOCC2)s1,i,0.7,/,/,/,/,/,/,/,i,38,1.2%,3%
Cc1cnc(NC(=O)CSc2nnc(C)n2N)s1,i,0.2,1.1,483,9%,15%,5,-12,-0.2%,i,48,1.5%,6%
Cc1ccc(NC(=O)c2sccc2-n2cccc2)c(C)c1,i,0.6,-1.9,1227,7%,6%,4,-3,-0.7%,i,43,?,9%
O=C(NCC1CCCC(CNC(=O)Nc2ccc(Cl)cn2)C1)Nc1ccc(Cl)cn1 (centres undefined),i,1.2,/,/,12%,5%,/,/,2.0%,i,35,?,5%
O=C(CSc1nnc2ccccn12)NNC(=O)c1ccc(Cl)cc1,i,0.5,-1.2,1146,0%,-2%,9,-3,-0.3%,i,22,2.4%,7%
O=c1c2cnn(-c3ccccc3)c2ncn1Cc1ccccn1,i,1.1,1.5,739,1%,-6%,1,12,0.1%,i,26,1.7%,1%
CCOC(=O)c1sc(NC(=O)CC)c(C#N)c1C,i,0.6,0.7,1100,9%,2%,8,-11,0.3%,i,39,-0.1%,3%
O=C(COC(=O)c1cccc(S(=O)(=O)N2CCc3ccccc3C2)c1)NCc1ccco1,i,1.1,-1.9,1164,28%,-1%,-5,-1,-0.2%,i,41,2.4%,0%
CSc1ccccc1NC(=O)N1CCCC(C(=O)c2ccc3c(c2)OCO3)C1 (centres undefined),i,0.5,-1.6,1014,4%,3%,4,-1,-0.5%,i,53,3.0%,2%
Cc1ccc(NC(=O)/C(=C\c2ccc3c(c2)OCO3)NC(=O)c2ccco2)cc1,i,0.8,-2.9,1481,10%,10%,5,54,-0.8%,i,64,0.6%,3%
C=CCn1c(N)cc(=O)nc1SC(CC)C(=O)Nc1ccc(C(C)=O)cc1 (centres undefined),i,1.2,/,/,5%,-3%,/,/,-0.3%,i,30,3.2%,5%
O=C(NCCCN1CCCC1=O)C1CCN(S(=O)(=O)c2cc(C(F)(F)F)ccc2Cl)CC1,i,0.5,/,/,/,/,/,/,/,i,36,-0.4%,1%
O=C(NC(NC(=S)N1CCOCC1)C(Cl)(Cl)Cl)c1cccc2ccccc12 (centres undefined),i,1.4,-1.0,943,16%,7%,-4,-3,-0.9%,i,66,4.5%,8%
CCc1cc2c(=O)n(Cc3ccccc3)c(SC3CCOC3=O)nc2s1 (centres undefined),i,0.1,0.7,1113,-2%,3%,11,26,-0.1%,i,13,2.0%,7%

# Rewritten with values under each structure: 3 of the compounds above.
# Sequence of screens – Myeloid diff 2	Myeloid diff 2 GFP+ MAC1+ %	bCat nuc transl	bCat nuc transl cell count 5 µM	SV40 large T antigen	Salmonella PhoP GFP	WT yeast gro inh	WT yeast gro inh mutant strain	West Nile antiviral	T cell modulator	T cell modulator vesicle-bound %	RSV CPE inhibition	MgcRacGAP inhibition
O=C(NCCCN1CCCC1=O)C1CCN(S(=O)(=O)c2cc(C(F)(F)F)ccc2Cl)CC1
 : i	0.5	/	/	/	/	/	/	/	i	36	-0.4%	1%
O=C(NC(NC(=S)N1CCOCC1)C(Cl)(Cl)Cl)c1cccc2ccccc12 (centres undefined)
 : i	1.4	-1.0	943	16%	7%	-4	-3	-0.9%	i	66	4.5%	8%
CCc1cc2c(=O)n(Cc3ccccc3)c(SC3CCOC3=O)nc2s1 (centres undefined)
 : i	0.1	0.7	1113	-2%	3%	11	26	-0.1%	i	13	2.0%	7%

# Bioassay records: PubChem, several laboratories
